# Screens deposited in PubChem BioAssay by several laboratories.
# Tat transport: blocks Tat-dependent protein export in E. coli; E. coli MC4100 TorA-mCherry Tat export, fluorescence; inhibition, % at 10 µM; 340,000 tested, 0.036% active;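 active = mean replicate inhibition at least 50% and at least half of replicates individually reaching 50%; inconclusive = only one of the two criteria met; inactive = neither criterion met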;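 note: exported cargo escapes ClpAP degradation while cytoplasmic cargo is degraded and loses fluorescence; 0% = median of neutral control wells and 100% = median of NaSCN control wells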
# MITF act: activators of MITF-driven TRPM1 promoter activity in SK-MEL-5 cells; 300,000 tested, 0.75% active; SK-MEL-5 TRPM1-promoter luciferase, 24 h; % of positive control, neutral wells = 0; activation, % at 12.5 µM; AID 588334;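 active = mean activation of at least 80% with every replicate also reaching 80%; inconclusive = mean reaches 80% but some replicate falls short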;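 note: 0% = neutral control wells and 100% = parthenolide positive control wells; values of inactives mirror those of a sister screen read the other way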
# CDK5 inh: CDK5/p35 (human) kinase inhibition. Recombinant CDK5/p35, ADP-Glo luminescence, 60 min. inhibition, % at 10 µM. AID 488839. 330,000 tested, 0.01% active. Q00535+Q15078;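 active = highest replicate inhibition of at least 50% and at least 75% of replicates reaching 50%; inconclusive = only one of the two criteria met; inactive = both criteria failed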;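 note: plate controls were DMSO neutral control for no effect and GW8510 at 10 µM for full effect; many of its hits are not listed in these tables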
# Target sequence (Q00535 whole entry, looked up): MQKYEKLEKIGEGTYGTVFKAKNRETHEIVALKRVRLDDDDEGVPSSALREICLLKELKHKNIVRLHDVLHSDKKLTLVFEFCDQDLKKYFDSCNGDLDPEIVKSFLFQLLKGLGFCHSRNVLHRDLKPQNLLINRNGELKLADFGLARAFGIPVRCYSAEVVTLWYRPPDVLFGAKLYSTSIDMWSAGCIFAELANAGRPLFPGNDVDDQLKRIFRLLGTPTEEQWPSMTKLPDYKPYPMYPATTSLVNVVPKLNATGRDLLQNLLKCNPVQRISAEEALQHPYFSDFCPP
# Target sequence (Q15078 whole entry, looked up): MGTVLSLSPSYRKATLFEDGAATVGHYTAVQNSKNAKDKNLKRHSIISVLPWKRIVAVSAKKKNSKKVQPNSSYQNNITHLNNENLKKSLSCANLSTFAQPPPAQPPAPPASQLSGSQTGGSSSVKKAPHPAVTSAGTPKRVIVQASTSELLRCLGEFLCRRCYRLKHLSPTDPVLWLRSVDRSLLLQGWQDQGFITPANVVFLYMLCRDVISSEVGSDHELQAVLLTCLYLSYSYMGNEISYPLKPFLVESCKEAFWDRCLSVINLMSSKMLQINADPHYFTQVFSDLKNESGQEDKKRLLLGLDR
# Wnt act: Wnt/beta-catenin pathway activation. activation, % at 9.35 µM. Wnt/beta-catenin reporter cell assay, activator, plate reader. 300,000 tested, 1.2% active. AID 743398; in the data active = activation above about 30%, passing the limit was not always enough; inconclusive = no clear call, values can overlap the other calls;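 note: 0% = neutral control wells and 100% = positive control wells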
# CAL PDZ FP-1: inhibitors of human CAL PDZ peptide binding; Q9HD26; inhibition, % at 24.9 µM; 300,000 tested, 0.92% active; AID 602252; purified CAL PDZ, TMR-peptide fluorescence polarization, 1 h;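 active = mean inhibition of at least 30% with at least half of replicates also reaching 30%; inconclusive = no clear call, values can overlap the other calls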;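 note: 0% = DMSO neutral control and 100% = excess unlabeled competitor peptide PRC23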
# dFosB activator: activators of mouse delta FosB homodimer | P13346 | purified delta FosB, TAMRA-CDK5 oligo fluorescence polarization; percent of positive-control signal above neutral wells | activation, % at 25 µM | 340,000 tested, 0.99% active;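 active = mean activation above about 17%, with every replicate also reaching it, limit read from the data, passing the limit was not always enough; inconclusive = only one of the two conditions met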;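 note: fluorescence polarization rise as delta FosB binds a TAMRA Cdk5 AP-1 oligo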
# Rtt109 HAT inh: C. albicans Rtt109 histone acetyltransferase inhibition. purified Rtt109/Vps75, ThioGlo CoA-SH fluorescence, 4 h. inhibition, % at 34.9 µM. 330,000 tested, 0.16% active. AID 540336;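 active = inhibition of at least 50% in every replicate; inconclusive = best replicate reaches 50% inhibition but some replicates fall short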
# Target sequence (Q5AAJ8 whole entry, looked up): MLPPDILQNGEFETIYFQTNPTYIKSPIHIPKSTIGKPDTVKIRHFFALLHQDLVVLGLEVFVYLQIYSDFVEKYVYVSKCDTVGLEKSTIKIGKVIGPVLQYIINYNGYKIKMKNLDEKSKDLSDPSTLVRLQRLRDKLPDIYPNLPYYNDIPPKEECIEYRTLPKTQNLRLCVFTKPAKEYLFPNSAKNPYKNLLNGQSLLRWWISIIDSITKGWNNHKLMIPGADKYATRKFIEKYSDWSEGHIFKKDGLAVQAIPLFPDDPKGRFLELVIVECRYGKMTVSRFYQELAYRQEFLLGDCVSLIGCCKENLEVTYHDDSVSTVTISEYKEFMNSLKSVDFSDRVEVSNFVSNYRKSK
# V-ATPase pH: regulators of yeast V-ATPase proton transport; S. cerevisiae, pHLuorin cytosolic pH fluorescence; response, % at 10 µM; 350,000 tested, 0.37% active; AID 504577; in the data active = response mostly above about 7.3%, no sharp cut-off; inactive = mostly below about 5.4%; note: actives read high; inactives centre near 0; some compounds called inactive have numbers as strong as hits
# CAL PDZ FP-2: blocks peptide binding to human CAL PDZ domain | Q9HD26 | purified CAL PDZ, TMR-peptide fluorescence polarization, 1 h | inhibition, % at 20 µM | 330,000 tested, 0.02% active | AID 504414;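 active = highest replicate inhibition of at least 40%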;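 note: plate controls were DMSO neutral control wells for no effect and unlabeled competitor peptide control wells for full effect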
#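 Test system: tagged CAL PDZ domain / Buffer or medium: sodium phosphate/NaCl buffer pH 7.4 with TCEP, IgG, Thesit / Reagent: TMR-labelled reporter peptide T*-PRC34 bound in PDZ groove / Compound dosing: single point, 20 µM / Schedule: 1 h incubation at room temperature before polarization reading / Technique: fluorescence polarization (mP) / Benchmarks: unlabelled peptide, DMSO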
# cardiac RTF act: cardiac RTF calcium sensitization; P19429+P45379; activation, % at 7.2 µM; AID 493008; IANBD-labeled TnC RTF fluorescence at EC20 calcium; 0% EC20 calcium, 100% full calcium; 340,000 tested, 0.24% active;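 active = activation above the mean over all tested compounds plus 3 SD, cut at about 30% in these data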;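 note: rise in fluorescence read as greater calcium sensitivity of cardiac thin filaments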
# * = called active by the depositor; ? = inconclusive; . = no result given; & = joins results of further samples.
# Value order – Tat transport	MITF act	CDK5 inh	Wnt act	CAL PDZ FP-1	dFosB activator	Rtt109 HAT inh	V-ATPase pH	CAL PDZ FP-2	cardiac RTF act
> CCOC(=O)C1CCCN(CCC(=O)Nc2ccc3c(c2)CCC3)C1 (stereo not given)
  -5	-2	-0.1	2	-10	2	-4	-1	-1.5	3
> CC1CCC(CN2C(Nc3ccccc3)=NC[C@@H]2Cc2ccccc2)CC1 (stereo not given in full)
  5	10	1.2	-3	-4	-4	-4	6	-0.1	-4
> COCCCNC(=O)C1c2ccccc2Oc2ccccc21
  -5	.	1.2	0	-1	-1	3	-6	-1.4	2
> CC1CCCCC1NC(=O)CCS(=O)(=O)c1cc2c(cc1Cl)NC(=O)CO2 (stereo not given)
  -7	-11	.	-1	6	-10	-7	2	-1.6	-5
> CCCCn1nnnc1SCC(=O)Nc1ccc2c(c1)OCO2
  10	5	-2.1	.	-1	-5	.	-4	-1.2	11
> O=C(Nc1ccccc1N1CCCCC1)c1ncoc1-c1ccc(F)cc1
  0	0	-2.2	.	3	-6	-4	2	.	-1
> Cc1ccc(-c2csc(C(C#N)=C(O)CN3CCN(C(=O)c4ccco4)CC3)n2)cc1
  -2	7	1.0	0	-1	-10	-2	-5	-1.0	-5
> O=C(NNC(=O)C1CCCCC1)C(=O)NC1CCCCC1
  2	2	0.1	.	4	2	1	3	-0.9	0
> CCOc1ccccc1NC(=O)CSc1nc2nc(-c3cccs3)cc(C(F)(F)F)c2c(=O)[nH]1
  -2	1	-2.1	0	-1	-18	-4	-4	-0.9	-2
> C/C(=N/NC(=O)c1ccoc1C)c1ccc(N2CCOCC2)cc1
  -10	16	0.3	3	-5	0	6	3	0.3	11
> COc1ccc(NC(=O)CN(c2cccc(C(F)(F)F)c2)S(C)(=O)=O)cc1OC
  -5	7	-2.0	.	1	0	1	1	-0.1	-3
> Cc1ccc(-c2nc3ncccc3o2)cc1NC(=O)c1ccc2c(c1)OCO2
  -5	-4	1.8	-2	.	-14	-1	1	0.5	2
> O=C(CN1C(=O)NC2(CCCC2)C1=O)OCc1cc(=O)n2cc(Br)ccc2n1
  -9	-3	0.1	-5	9	-9	-10	7	-0.4	3
> CCN(C(=O)CSc1nnc(SC(C)C)s1)C1CCS(=O)(=O)C1 (stereo not given)
  3	-12	-0.7	0	.	4	-9	-2	-0.8	-7
> Cc1cccc(CN(CC(=O)N/N=C/c2ccco2)S(=O)(=O)c2ccc(Cl)cc2)c1
  19	-6	0.2	.	6	1	1	-2	-0.6	5
> O=[N+]([O-])c1ccc(Nc2nc(NC3CCCCC3)nc(N3CCCC3)n2)cc1
  16	-4	1.7	-26	-3	48*	14	-2	-1.1	3
> COc1ccc(C2=NN(c3nc(C(=O)O)cs3)C(O)(C(F)(F)F)C2)c(OC)c1 (stereo not given)
  1	4	-0.6	-1	-5	-15	-6	-2	-0.2	-3
> CC1(C)CC(/C=C/c2ccccc2)=Nc2ccccc2N1
  -4	95*	2.1	-5	-5	-3	2	1	-1.4	0
> CC1CC(C)(C)CC(=O)C1C(=O)c1ccccc1 (stereo not given)
  -3	-4	-0.1	-3	-40	-6	0	2	-0.6	6
> C[C@]12CC(O)C3C(CCC4=CC(=O)CC[C@@]43C)C1CCC2c1csc(-c2ccccc2)n1 (stereo not given in full)
  -5	-12	1.5	0	-2	-4	-20	-2	-0.2	5
> Cc1nc(NC(=O)c2cc3ccccc3o2)ccc1Br
  -3	63	0.7	14	2	-3	-7	4	-1.5	-8
> Cc1cn(CC(=O)NCc2ccc3c(c2)OCO3)c(=O)[nH]c1=O
  -1	6	1.7	-1	-4	-3	-1	5	-0.8	-4
> O=C(COc1ccc(F)cc1Br)NCC1COc2ccccc2O1 (stereo not given)
  14	.	-0.2	0	-4	-13	8	-2	-0.3	2
> CC(OC(=O)Cc1n[nH]c(=O)c2ccccc12)C(=O)Nc1ccc(F)cc1Cl (stereo not given)
  0	11	-1.5	-4	3	7	0	-3	1.1	-2
> Nc1nc(SCC(=O)c2ccc(Cl)cc2)c2ncn(C3OC(CO)C(O)C3O)c2n1 (stereo not given)
  2	-3	-1.2	-8	53*	-9	1	-2	7.1	-8
> COC(=O)c1ccc(OCC(O)CN2C(=O)c3ccccc3S2(=O)=O)cc1 (stereo not given)
  9	6	-3.0	-1	0	-6	8	-1	-0.7	8
> COc1ccc(C2CC(c3ccc(Cl)cc3)=NN2C(=O)c2cccc([N+](=O)[O-])c2)cc1 (stereo not given)
  -4	-10	1.6	-1	-3	-8	6	0	-2.6	-5
> Cc1cc(C)nc(NC(=O)/C=C/c2ccccc2Cl)n1
  5	16	0.3	.	-2	-3	1	-1	0.5	-1
> CC(=O)Nc1cccc(NC(=O)CSc2nc3c(c(=O)n(C)c(=O)n3C)n2C)c1
  -6	2	0.8	-3	-4	5	-9	0	-1.6	-1
> COc1cccc(/C=N/n2cncn2)c1OCC#N
  -1	0	0.1	.	2	5	10	-3	0.8	1
> N#CCSc1ccc(-c2nc3ccccc3[nH]2)cn1
  -7	72	1.0	34*	2	-21	36	1	-2.6	-2
> COc1ccc(C(=O)O)cc1S(=O)(=O)NCCN(C)C
  -5	-1	-5.7	1	-1	4	33	-6	-0.3	5
> O=C(NCC1CCCO1)C1CC(=O)N(c2ccccc2)C1 (stereo not given)
  3	.	1.0	-2	-4	-2	3	0	-1.2	-5
> CCOc1ccc(-c2c(C(=O)N/N=C/c3cccs3)nnn2-c2nonc2N)cc1
  -8	4	-1.2	-1	-2	-1	-8	7	-2.1	-4
> O=C(CSc1nncn1-c1ccccc1F)NC1CCCCC1
  7	30	-0.3	6	-6	-2	0	-3	1.1	-1
> CN1C(=O)Cc2cc(S(=O)(=O)N3CCN(c4ccc(Cl)cc4)CC3)ccc21
  -4	2	-0.5	-4	.	-8	4	-6	-0.4	0
> CC1CC(C)CN(S(=O)(=O)N2CCCC(C(=O)NCCc3ccccc3)C2)C1 (stereo not given)
  -3	-4	1.3	0	2	-10	2	2	-1.0	-2
> NC(=O)CC(NC(=O)Cc1ccc(Cl)cc1)c1ccc(NC2CCCC2)c([N+](=O)[O-])c1 (stereo not given)
  -3	19	0.3	-1	-1	-3	-3	-2	0.0	3
> Cc1ccc(N2NC(C)(c3cccs3)NC2=S)cc1 (stereo not given)
  2	92*	-0.7	12	-2	0	20	2	-1.1	-7
> CCS(=O)(=O)c1ccc2c(c1)NC(=O)C(CCCl)O2 (stereo not given)
  -5	0	1.2	-2	-8	13	-8	-8	6.5	-3
> O=C(Nc1ccc(Cl)cc1Cl)C1=Cc2ccccc2OC1
  4	49	2.0	.	-2	0	2	1	-1.9	8
> S=C1NCCOCCNC(=S)NCCOCCOCCN1
  5	3	0.7	1	-4	2	-1	8	-2.6	6
> CCCc1cc(N2CCCC(C(=O)Nc3c(OC)cccc3OC)C2)n2ncnc2n1 (stereo not given)
  -13	-6	-1.1	.	.	-5	9	-2	-0.7	4
> COC(=O)c1ccc(CSc2nccn2C)cc1
  -12	.	-1.1	7	-5	2	7	0	0.0	5
> O=C(NCc1ccc(Cl)c(Cl)c1)c1ccco1
  2	11	1.9	.	-9	-7	-5	-8	-5.2	4
> Cc1cc(=O)[nH]c(N2CCOCC2)n1
  -2	6	-0.5	-1	2	4	9	-1	-1.1	.
> CC1Cc2ccccc2N1C(=O)CSc1nnnn1-c1ccc2c(c1)OCCO2 (stereo not given)
  -7	-26	1.2	.	-1	-8	13	4	-2.0	3
> [O-][n+]1c2ccccc2c2n1CCN1CCOC21c1ccc(Cl)cc1 (stereo not given)
  11	4	-1.6	?	-3	-2	2	0	1.8	0
> C=CCn1c(SCC(=O)Nc2sc3c(c2C#N)CCC(C)C3)nc2cc(C(=O)O)ccc2c1=O (stereo not given)
  1	-6	1.9	-2	2	1	19	1	-0.3	-5
> c1ccc(Nc2n[nH]nc2-c2ccccc2)cc1
  -3	0	2.1	-2	-2	-9	-2	6	-5.3	-1
> Cc1cc(-c2n[nH]c(=S)n2-c2ccccc2)nn1C
  3	-14	0.3	-1	-3	-1	3	-1	-2.4	7
> Cc1cc([N+](=O)[O-])ccc1NC(=O)CN1CCN(Cc2ccccc2)CC1
  -5	.	1.2	2	-6	-8	-4	-1	0.5	0
> O=C(c1cc(S(=O)(=O)N2CCN(c3ccccc3)CC2)ccc1Cl)N1CCCCCCC1
  7	-13	-0.9	0	-3	-8	13	-1	0.7	-10
> COc1ccc(NC(=S)N(CCCN2CCC(C)CC2)Cc2cccs2)cc1Cl
  -2	16	0.8	-3	7	-7	10	6	-0.9	-5
> O=C(c1ccc(C#Cc2ccccc2)o1)N1CCN(c2ccccn2)CC1
  5	-2	4.2	.	0	-8	.	4	-5.1	-3
> Cc1cc(NCCCn2ccnc2)n2ncc(-c3ccc(Cl)cc3)c2n1
  -1	7	1.3	.	.	-3	14	2	-1.8	-7
> CCOc1ccc(CNC(=O)Cn2ccc3cc(S(=O)(=O)N4CCCCCC4)ccc32)cc1
  -4	2	1.0	-3	-5	-5	-2	0	-2.8	-2
> COc1cc2nc(N3CCN(c4cc(C)ccc4C)CC3)nc(N)c2cc1OC
  -6	-6	-1.4	-10	1	79*	-1	0	-0.5	-1
> CN(C)CCC(c1ccc(Cl)cc1)c1ccccn1 (stereo not given)
  -1&-2	7&17	0.0&-6.0	-3&-9	-3&-2	3&-4	-9&-19	1&4	-0.1&0.6	5&6
> NNC(=O)c1cc2cc3ccccc3nc2s1
  -7	22	-1.9	3	-2	-11	.	-1	-0.8	5

# (list continues)
# Value order – Tat transport	MITF act	CDK5 inh	Wnt act	CAL PDZ FP-1	dFosB activator	Rtt109 HAT inh	V-ATPase pH	CAL PDZ FP-2	cardiac RTF act
> COc1cc(/C=N/NC(N)=O)ccc1OC(=O)c1ccco1
  2	-2	-3.3	5	.	-4	3	-1	-0.2	3
> O=S(=O)(NCc1ccccc1)c1ccc(S(=O)(=O)N2CCCC2)cc1
  -6	-1	-3.7	-9	-4	-8	1	-2	-1.2	10
> CCOc1ccc(S(=O)(=O)N2CCCC(C(=O)N3CCOCC3)C2)cc1Cl (stereo not given)
  -2	3	-3.4	2	-5	-12	-5	0	-6.8	7
> COC(=O)CCNC(=O)c1ccc2nc(Cc3ccc(OC)cc3)oc2c1
  27	4	-6.0	6	-3	-5	-4	-6	-11	9
> COc1cc(/C=C/C(=O)Nc2ccc(OC)c(S(=O)(=O)N3CCOCC3)c2)ccc1OC(F)F
  7	-7	-0.2	-3	-4	-17	13	-4	-3.1	2
> CCOC(=O)c1[nH]c(C)c(C(=O)NCCC2=CCCCC2)c1C
  2	62	0.7	.	-3	4	-21	-2	-0.3	-2
